Screens deposited in PubChem BioAssay by The Scripps Research Institute Molecular Screening Center.
PAFAH2 inh: PAFAH2 enzyme inhibitors, primary screen, biochemical, fluorescence polarization, human | Platelet-activating factor acetylhydrolase 2, cytoplasmic (Homo sapiens), Q99487 | recombinant PAFAH2, FP-rhodamine activity probe | inhibition, % at 3.39 µM | actives 0.99% (n = 340,000) | AID 492956, 2010;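 active means inhibition above the mean over all tested compounds plus 3 SD, cut at about 30% in these data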;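 further: inhibitors block probe labeling of enzyme so polarization drops; 0% = enzyme with DMSO and 100% = wells lacking PAFAH2 protein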
proCasp3 act: activators of human procaspase-3 D3A mutant, primary screen, biochemical, absorbance, PC-3 D3A mutant, single concentration. Caspase-3 (Homo sapiens), P42574. recombinant procaspase-3 D3A, Ac-DEVD-pNA absorbance 405 nm. activation, % at 8.5 µM. actives 0.11% (n = 330,000);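 active means activation above the mean of all tested compounds plus 3 SD, cut at about 21% in these data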;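 further: 0% = DMSO alone and 100% = DMSO wells spiked with extra 5 µM PC-3 D3A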
Target sequence (P42574 whole entry D9A/D28A/D175A): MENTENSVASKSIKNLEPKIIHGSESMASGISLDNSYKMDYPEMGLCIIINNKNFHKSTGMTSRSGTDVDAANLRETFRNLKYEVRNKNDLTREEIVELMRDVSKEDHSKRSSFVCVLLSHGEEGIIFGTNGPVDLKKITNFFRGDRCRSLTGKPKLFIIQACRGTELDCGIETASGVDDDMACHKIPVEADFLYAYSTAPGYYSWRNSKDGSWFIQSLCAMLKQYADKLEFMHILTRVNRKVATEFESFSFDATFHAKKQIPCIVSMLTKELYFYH
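material = Procaspase-3 D3A mutant | probe or stimulus = Ac-DEVD-pNA | compound = single dose, 8.5 µM nominal compound, 0.8% DMSO | timing = 1 h preincubation, 2 h reaction | measured by = 405 nm absorbance of p-nitroaniline, reads at 0 and 120 min | benchmarks = DMSO-only low control, 5 µM PC-3 D3A high control | repeats = singlicate, each compound tested once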
Fh CTSL1 inh: Fasciola hepatica cathepsin L1 inhibitors, primary screen, counter-screen for PFM18AAP inhibitor project, biochemical, QFRET, fluorogenic peptide substrate. actives 0.49% (n = 300,000). recombinant F. hepatica cathepsin L1, Z-Leu-Arg-MCA fluorescence. inhibition, % at 5.96 µM;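 active means inhibition above the mean of all tested compounds plus 3 SD, set per screening campaign, cut at about 17% in these data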;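 further: 0% = plate median of test compound wells and 100% = 1 µM Z-Phe-Ala-diazomethylketone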
procasp7 counter: procaspase-7 activators, primary screen, counter-screen for procaspase-3 activator project, biochemical, absorbance, HTS, human; Caspase-7 (Homo sapiens), P55210; recombinant procaspase-7, Ac-DEVD-pNA absorbance 405 nm; D23A/D198A/D206A triple mutant, cannot self-cleave; scale: DMSO 0, 5 µM enzyme 100; activation, % at 8.5 µM; actives 0.093% (n = 330,000); AID 463210, 2010;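 active means percent activation above the screen-wide mean plus 3 SD, cut at about 25% in these data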
Target sequence (P55210 whole entry D23A/D198A/D206A): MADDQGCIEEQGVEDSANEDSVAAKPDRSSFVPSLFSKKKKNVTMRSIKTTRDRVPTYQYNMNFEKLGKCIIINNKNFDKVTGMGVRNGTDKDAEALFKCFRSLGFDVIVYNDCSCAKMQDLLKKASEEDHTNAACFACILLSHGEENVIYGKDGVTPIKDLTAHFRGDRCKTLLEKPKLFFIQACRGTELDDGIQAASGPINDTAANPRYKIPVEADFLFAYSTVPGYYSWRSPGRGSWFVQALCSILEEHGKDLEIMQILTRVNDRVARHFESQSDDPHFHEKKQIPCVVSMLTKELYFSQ
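Assay system: Uncleavable procaspase-7 mutant enzyme; Input: 2 µM procaspase-7 mutant as dispensed; Also added: DEVD-pNA substrate; Medium: Zinc-free HEPES pH 7.4 with 300 mM NaCl, 0.01% Triton X-100; Timing: 1 h compound preincubation, 2 h substrate cleavage, 25 °C; Measured by: Epi-absorbance of released pNA at 405 nm, two timepoints.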
core dimer inh: inhibitors of HCV core protein dimerization, primary screen, biochemical, TR-FRET, high-throughput | AID 1899, 2009 | inhibition, % at 5 µM | TR-FRET GST/Flag-core106 dimerization, 1536-well | actives 0.33% (n = 300,000);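 active means inhibition above the mean of all tested compounds plus 3 SD, set per screening campaign, cut at about 45% in these data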
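Material: GST/Flag-tagged HCV core106 proteins. Incubation: 4 h, 22.5 °C incubation. Read-out basis: inhibition (%) from 671 over 617 nm ratio. Measured by: TR-FRET, excitation 340 nm, emission 617 and 671 nm.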
AHR activator: AHR activators, primary screen, cell-based, luminescence, luciferase reporter, human; actives 2.5% (n = 320,000); activation, % at 5 µM; AHR-responsive luciferase reporter cells; Aryl hydrocarbon receptor (Homo sapiens), P35869; in the data active means activation above about 47%;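 further: 0% = vehicle wells and 100% = reference agonist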
PP1 inh: PP1-alpha phosphatase inhibitors, primary screen, counter-screen for PP5 inhibitor project, biochemical, fluorescence, OMFP substrate, single point | Serine/threonine-protein phosphatase PP1-alpha catalytic subunit (Homo sapiens), P62136 | purified PP1alpha | inhibition, % at 6.7 µM | actives 0.9% (n = 320,000) | AID 2235, 2010;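 active means inhibition above the mean inhibition of all tested compounds plus 3 SD, computed separately for each screening campaign, cut at about 15% in these data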
PP5 primary: PP5 phosphatase inhibitors, primary screen, biochemical, fluorescence | purified PP5c, OMFP substrate fluorescence | inhibition, % at 6.7 µM | actives 0.18% (n = 320,000);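 active means inhibition above the campaign's mean inhibition across all tested compounds plus 3 SD, cut at about 9.5% in these data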;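 further: 0% = DMSO only and 100% = 100 µM cantharidin control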
Target sequence (P53041 whole entry, looked up): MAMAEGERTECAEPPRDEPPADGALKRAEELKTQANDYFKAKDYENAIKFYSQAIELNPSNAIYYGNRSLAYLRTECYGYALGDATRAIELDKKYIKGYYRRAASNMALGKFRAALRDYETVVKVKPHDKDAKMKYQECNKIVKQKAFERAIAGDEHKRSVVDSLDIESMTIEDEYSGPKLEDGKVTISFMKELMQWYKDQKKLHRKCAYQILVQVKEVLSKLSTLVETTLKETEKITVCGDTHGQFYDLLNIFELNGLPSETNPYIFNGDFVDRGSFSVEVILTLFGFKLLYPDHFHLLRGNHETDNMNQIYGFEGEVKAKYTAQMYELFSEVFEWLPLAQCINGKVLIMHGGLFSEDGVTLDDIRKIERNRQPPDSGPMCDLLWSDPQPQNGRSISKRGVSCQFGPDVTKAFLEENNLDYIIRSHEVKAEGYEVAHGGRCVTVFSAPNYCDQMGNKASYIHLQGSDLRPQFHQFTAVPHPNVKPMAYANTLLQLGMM
TPT1 inhibitor: Candida albicans TPT1 enzyme inhibitors, primary screen, biochemical, fluorescence polarization. inhibition, % at 5 µM. tRNA 2'-phosphotransferase TPT1 (Candida albicans SC5314). AID 1962, 2009. actives 0.81% (n = 300,000). recombinant caTPT1, FP RNA substrate dephosphorylation;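 active means inhibition above the mean of all tested compounds plus 3 SD, set per screening campaign, cut at about 24% in these data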;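 further: plate controls were DMSO alone for no effect and ferristatin control at 100 nM for full effect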
Numbers without * were called inactive; · = no result given. Not a hit list; overall some 5.6% were active at least once.

Every second line gives: PAFAH2 inh	PP1 inh	proCasp3 act	TPT1 inhibitor	procasp7 counter	PP5 primary	core dimer inh	Fh CTSL1 inh	AHR activator
1) COc1ccc(C(CNC(=O)c2cc(S(=O)(=O)NCc3ccco3)ccc2C)N(C)C)cc1 (configuration not stated)
  -2	·	-1	·	-4	·	·	·	1
2) COc1ccc(C(=O)N/N=C2\CCS(=O)(=O)c3ccc(F)cc32)cc1OC
  2	-1	10	0	6	-1.8	0	4	9
3) Cn1c(SCC2CCCCC2)nnc1-c1ccncc1
  -2	-1	1	-1	-1	1.2	2	-2	2
4) CN(C)c1ccc(/C=N/NC(=O)c2ccc(-n3cnnn3)cc2)cc1
  4	0	1	·	-7	-1.5	·	·	3
5) COc1ccc(-c2noc(CCC(=O)NCCCN3CCN(c4ccc(F)cc4)CC3)n2)cc1
  -3	-1	6	1	-3	1.6	-26	0	0
6) Cc1nc(CC(C)C)cc(C(=O)N2CCCC(CNS(=O)(=O)c3cccs3)C2)n1 (configuration not stated)
  6	-4	5	-4	-4	0.7	0	0	3
7) CN1C(=O)c2cccc3c(S(=O)(=O)Nc4ccccc4F)ccc1c23
  3	1	-1	2	-1	0.1	-1	-1	0
8) COc1ccc(C2CC3CC(c4ccccc4)N2O3)cc1 (configuration not stated)
  6	-5	-12	3	9	-1.0	0	0	0
9) CCCCOC(=O)Cn1c(=O)n(CC(=O)OCCCC)c2ccccc21
  3	2	-1	-4	-5	3.3	5	6	-1
10) CC1(C)NC(=O)N(CC(O)Cn2c3ccccc3c3ccccc32)C1=O (configuration not stated)
  -6	1	0	-3	-5	8.1	-1	1	8
11) CC1CC(C)(C)NC(=S)N1CCCC(=O)Nc1ccc(F)c(F)c1 (configuration not stated)
  2	-1	1	-3	-5	1.1	-10	-1	0
12) C=CCN(CC=C)C(=O)CN1C(=O)c2ccccc2C1=O
  3	1	-11	-4	-1	1.3	0	-7	-3
13) CCOC(=O)N1CCC(NC(=O)C2=CCN(S(=O)(=O)c3ccc(F)cc3)CC2)CC1
  11	1	-10	6	-5	-1.2	-3	2	2
14) Nc1nc(Cl)cc(Oc2ccc([N+](=O)[O-])cc2)n1
  -9	6	8	1	6	0.5	6	-1	3
15) COc1cc2nc(CN3CCC(Cc4ccccc4)CC3)[nH]c(=O)c2cc1OC
  2	1	1	1	8	-1.1	1	-1	2
16) CCCNC(=O)c1ccc2c(=O)c(O)c(C)[nH]c2c1
  3	-2	5	-6	2	-1.4	-5	2	3
17) CC(=O)c1cccc(NC(=O)CCOc2ccccc2)c1
  -4	0	10	-4	6	0.9	-8	0	3
18) CN(C)NC(=S)NC(=O)C12CC3CC(CC(C3)C1)C2
  -2	-1	-3	-1	-3	2.7	-7	-4	2
19) COc1ccc(OC)c(C(C)NC(=O)Nc2ccccc2)c1 (configuration not stated)
  -3	1	-10	0	15	4.4	1	-4	4
20) COc1ccc(-c2csc3ncnc(N4CCN(CCO)CC4)c23)cc1
  0	0	8	-2	9	-0.5	7	-2	2
21) Cc1nc2ccccc2c(=O)n1/N=C/c1ccc(C(C)C)cc1
  -1	7	4	1	-10	6.8	-2	0	-1
22) C=CCn1c(O)c(N=NC(=O)CNC(=O)Cc2ccccc2)c2ccccc21
  4	-8	-7	2	-5	0.1	-20	9	53*
23) CC(C)(C)NC(=O)Cn1c(SCC(=O)Nc2nccs2)nc2ccccc21
  -6	-1	-2	0	6	-2.8	-1	-2	1
24) COc1cccc(NC(=O)c2cc(CN3C(=O)c4ccccc4C3=O)ccc2OC)c1
  0	-1	0	-7	0	2.4	11	1	5
25) CCn1c(NC(=O)C(C)C)c(-c2ccccc2)c(=O)c2ccccc21
  ·	-3	0	2	7	-1.7	0	-2	-1
26) COc1ccc(OC(=O)COc2cccc(C)c2)cc1
  8	-1	7	2	7	-1.1	3	-14	0
27) O=C(O)c1ccccc1NSc1ccccc1[N+](=O)[O-]
  37*	-3	-5	-4	-17	1.6	-1	0	-3
28) CSc1nc2ccc(NC(=O)C3=NNC(=O)CC3)cc2s1
  -1	-3	2	-2	4	-1.4	9	-4	19
29) COc1cc(CNCc2cccnc2)ccc1OCC(=O)NC1CCCCC1
  0	-1	-5	1	9	0.1	-1	-1	1
30) CCN(CC)S(=O)(=O)c1cc(NC(=O)CNc2cccc(S(=O)(=O)N3CCCC3)c2)ccc1C
  3	2	-4	-3	5	4.1	1	0	-12
31) COc1cccc(N2C(=O)Nc3ccc(Br)cc3C2(O)C(=O)NCCCN(C)C)c1 (configuration not stated)
  -2	-3	6	-2	6	-1.8	-1	1	3
32) O=C(Nc1ccccc1SCC1CSc2nc3ccccc3c(=O)n21)c1ccccc1Cl (configuration not stated)
  2	3	4	-1	4	-0.9	2	-2	0
33) O=c1c2ccccc2n(CC(O)CN2CCCCC2)c2ccccc12 (configuration not stated)
  ·	-2	-8	1	-3	-0.9	0	0	0
34) O=C(COC(=O)CCC(=O)c1cccs1)Nc1ccc(Cl)cn1
  1	0	4	6	7	2.8	-18	-55	8
35) O=C(c1ccc(Cl)cc1)c1oc2ccccc2c1CS(=O)(=O)c1ccccc1
  -2	-8	3	-2	1	1.0	11	1	-1
36) Cc1ccc(NC(=O)C2CCCN(S(=O)(=O)c3cccnc3)C2)cc1C (configuration not stated)
  5	0	6	0	-5	3.4	0	-4	12
37) Cc1ccccc1OCC(=O)N/N=C1\SCC(=O)N1Cc1ccccc1
  3	3	-3	-2	12	0.9	-7	-8	18
38) CCOc1ccc(OCCC(=O)OCC(=O)Nc2cc(C)nn2-c2ccccc2)cc1
  -3	-5	8	-1	-1	3.1	-2	4	0
39) COc1cc(OC)cc(C(=O)NCC(=O)OCC(=O)NCc2ccco2)c1
  5	·	1	·	3	·	·	·	0
40) CN(C)S(=O)(=O)c1ccc(N2CCCC2)c(C(=O)NNC(=O)COc2cccc(F)c2)c1
  6	-3	15	·	14	-2.7	·	·	0
41) CC[C@@]1(O)C(=O)OCc2c1cc1n(c2=O)Cc2cc3c(N)cccc3nc2-1
  11	1	-1	-4	-3	1.1	-9	2	-6
42) CCOc1ccc(-c2csc(/C(C#N)=C\c3ccc(O)c([N+](=O)[O-])c3)n2)cc1
  19	6	4	5	1	5.1	23	6	1
43) S=C1NC2(CCCC2)Nc2ccccc21
  -2	0	7	5	5	2.5	1	1	37
44) COc1cc(NC(=O)CSCc2ccc(Cl)cc2)c(C(=O)O)cc1OC
  6	2	-3	2	-2	1.9	8	-1	-3
45) CCOc1cc(/C=N/O)ccc1OCc1ccc(C)cc1
  -7	4	4	-2	12	0.6	3	0	47

Given as tab-separated lines: 4 of the compounds above
No.	canonical_smiles	PAFAH2 inh	PP1 inh	proCasp3 act	TPT1 inhibitor	procasp7 counter	PP5 primary	core dimer inh	Fh CTSL1 inh	AHR activator
42	CCOc1ccc(-c2csc(/C(C#N)=C\c3ccc(O)c([N+](=O)[O-])c3)n2)cc1	19	6	4	5	1	5.1	23	6	1
37	Cc1ccccc1OCC(=O)N/N=C1\SCC(=O)N1Cc1ccccc1	3	3	-3	-2	12	0.9	-7	-8	18
36	Cc1ccc(NC(=O)C2CCCN(S(=O)(=O)c3cccnc3)C2)cc1C (configuration not stated)	5	0	6	0	-5	3.4	0	-4	12
31	COc1cccc(N2C(=O)Nc3ccc(Br)cc3C2(O)C(=O)NCCCN(C)C)c1 (configuration not stated)	-2	-3	6	-2	6	-1.8	-1	1	3

New compounds follow:
Every second line gives: PAFAH2 inh	PP1 inh	proCasp3 act	TPT1 inhibitor	procasp7 counter	PP5 primary	core dimer inh	Fh CTSL1 inh	AHR activator
46) COC(=O)[C@@]12CCCCN1[C@H](c1ccc(-c3ccc(F)cc3)cc1)[C@@H]1C(=O)N(C)C(=O)[C@@H]12
  -6	3	-4	-9	-6	1.2	-16	2	-6
47) CC1=CS(=O)(=O)CC1SC(=S)N(C)C1CCS(=O)(=O)C1 (configuration not stated)
  4	-1	-1	4	-6	-0.3	-6	-1	2
48) CC(C)(C)N(C=C(Cl)Cl)C(=O)NC1CCCCC1
  5	0	-2	-1	5	0.8	-7	-3	0
49) CS(=O)(=O)CCSc1ncccc1C(=O)NCc1cccs1
  ·	3	-1	2	-6	1.4	2	-4	0
50) CC(=O)Nc1ccc(S(=O)(=O)NC2(C(F)(F)F)NC(=O)N(C3CCCCC3)C2=O)cc1 (configuration not stated)
  4	-2	-10	4	8	-0.9	1	-3	-3
51) Cc1ccc(/C=N/NC(=O)CSc2nc3ccccc3s2)o1
  -7	3	3	1	-7	-0.4	-4	1	14
52) CCc1ccc(NC(=O)C2CCCN(S(=O)(=O)c3cnc[nH]3)C2)cc1 (configuration not stated)
  -3	-3	5	-2	6	0.5	0	-2	5
53) CC(=O)N1CCCc2cc(S(=O)(=O)NC(C(=O)NC3CCCCC3)C(C)C)ccc21 (configuration not stated)
  2	0	2	2	9	-1.1	-9	3	1
54) COc1ccc(S(=O)(=O)n2c(CCN3CCOCC3)nc3ccccc32)cc1
  -3	3	6	-6	-11	3.7	-9	-1	4
55) CC1CCc2sc3ncn4nc(C(=O)NCc5ccco5)nc4c3c2C1 (configuration not stated)
  5	-1	1	0	3	1.1	12	-4	5
56) CCNC(=S)NC1CC2CCCC(C1)N2CCc1ccccc1 (configuration not stated)
  2	1	-1	0	4	-0.9	-4	-4	1
57) C=CCOC(=O)C1=C[C@@H](C2CCCCC2)C[C@@H](OCc2ccc(CO)cc2)O1
  6	4	-2	0	8	6.3	16	3	-3
58) O=C(N/N=C/c1cccc(OC(=O)c2cccc(Br)c2)c1)c1ccncc1
  -3	2	-8	0	8	-1.6	6	4	5
59) COc1ccc(N2CCN(c3ccc(N4C(=O)COCC4=O)cc3[N+](=O)[O-])CC2)cc1
  -2	-4	-2	-6	9	1.9	-2	-2	0
60) O=NN(CCc1ccncc1)c1ccc(OCc2ccccc2)cc1
  4	2	0	-1	3	3.7	-12	-5	26
61) Cn1c(=O)c(Cc2ccccc2)c(O)c2ccccc21
  -1	-2	-4	0	-1	3.6	-5	-1	2
62) CCOc1ccc(OCc2ccc(C(=O)N3N=C(C(F)F)CC3(O)C(F)F)o2)cc1 (configuration not stated)
  -1	-2	-2	0	5	1.3	3	4	10
63) CC1CN(C(c2ccco2)c2sc3ncnn3c2O)CC(C)O1 (configuration not stated)
  2	4	0	-1	7	-0.8	8	-1	2
